D2 PAM = D2 dopamine receptor (human) potentiation. P14416. 340,000 compounds, 0.34% hits. AID 485347. potentiation, % at 10 µM. HEK293 T-REx D2, calcium flux, EC20 dopamine potentiation;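 active = potentiation over 3 SD above the plate norm, cut at about 30% in these data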; note: 0% is about no effect
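Using a no-wash calcium dye in inducible, force-coupled HEK293 Trex cells expressing D2, we tracked fluorescence each second for 180 s after compound, then for 180 s after EC20 dopamine to detect augmented signalling.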
D1 antagonist = human D1 dopamine receptor antagonism; P21728; HEK293 TREx D1 cells, calcium flux, dopamine EC80; stronger effect = lower value; activity change, negative = inhibition, % at 10 µM; 360,000 compounds, 3.2% hits; AID 504652; in the data active = activity change below about -30%; note: % is set by controls: 0 for no effect and ±100 for the full control effect
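Tetracycline-induced HEK293 T-REx cells with force-coupled D1 receptor were loaded with a no-wash calcium dye. Compound was added after a 10 s baseline and read kinetically for 180 s; EC80 dopamine was then added and calcium flux followed another 180 s.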
TRHR enhancer = TRH receptor (human) allosteric enhancement; P34981; AID 493056; enhancement, % at 2 µM; TRHR cells, fluo-8 calcium fluorescence, EC20 TRH enhancement; 360,000 compounds, 0.66% hits; in the data active = enhancement above about 30%; note: 0% is about no effect
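Enhancer read-out: after compound pinning and an initial kinetic agonist-mode read, an EC20 of TRH (10 nM final) was injected and fluo-8 calcium signal (Ex 480/Em 530) followed at 1 s/cycle for 100 cycles in TRHR-expressing cells.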
TRHR ag = activates the human TRH receptor. activation, % at 2 µM. TRHR cells, calcium flux fluo-8, FDSS agonist mode. P34981. AID 493084. 360,000 compounds, 0.18% hits; note: 0% is about no effect
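Agonist-mode FDSS calcium read (Ex 480/Em 530, 1 s cycles) in 1536-well TRHR cells with fluo-8 dye, after 10-cycle baseline and 23 nL compound addition; TRH at EC20 (10 nM final) added afterwards for the enhancer phase.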
D2 antag = antagonists of human D2 dopamine receptor. inhibition, % at 10 µM. HEK293 TREx D2 cells, calcium flux, dopamine EC80. 340,000 compounds, 2% hits. P14416; in the data active = inhibition above about 30%; note: 0% is about no effect
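Dopamine at EC80 is the agonist stimulus; test compounds precede it by 180 s. Calcium flux read kinetically in a force-coupled, inducible HEK293 T-REx D2 cell line.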
D1 potentiator = human D1 dopamine receptor positive modulation. HEK293 TREx D1 cells, calcium flux, dopamine EC20 potentiation. potentiation, % at 10 µM. 360,000 compounds, 0.036% hits. AID 504651; in the data active = potentiation above about 30%; note: 0% is about no effect
D2 ag = agonists of human D2 dopamine receptor. HEK293 T-REx D2 cells, calcium flux agonist mode. activation, % at 2 µM. 340,000 compounds, 0.53% hits;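 active = activation over 3 SD above normal in the single-dose calcium agonist read, cut at about 30% in these data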; note: 0% is about no effect
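Tetracycline-induced HEK293 Trex cells with D2 receptor force-coupled to calcium signaling, plated overnight at 30 C and loaded with no-wash calcium dye. Calcium flux read kinetically for 180 s after compound addition; responses flag agonists.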
RXFP1 antagonist = RXFP1 (human) relaxin receptor antagonism | HEK293-RXFP1, relaxin-stimulated cAMP HTRF, 30 min; stronger effect = lower value | activity change, negative = inhibition, % at 57.5 µM | 350,000 compounds, 0.59% hits | AID 1259400;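 active = activity change of -60% or lower, but not beyond a set lower limit; inconclusive = change between -60% and -40%, or beyond the set limit; inactive = change above -40%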; note: % is set by controls: 0 for no effect and ±100 for the full control effect
Target sequence (Q9HBX9 whole entry, looked up): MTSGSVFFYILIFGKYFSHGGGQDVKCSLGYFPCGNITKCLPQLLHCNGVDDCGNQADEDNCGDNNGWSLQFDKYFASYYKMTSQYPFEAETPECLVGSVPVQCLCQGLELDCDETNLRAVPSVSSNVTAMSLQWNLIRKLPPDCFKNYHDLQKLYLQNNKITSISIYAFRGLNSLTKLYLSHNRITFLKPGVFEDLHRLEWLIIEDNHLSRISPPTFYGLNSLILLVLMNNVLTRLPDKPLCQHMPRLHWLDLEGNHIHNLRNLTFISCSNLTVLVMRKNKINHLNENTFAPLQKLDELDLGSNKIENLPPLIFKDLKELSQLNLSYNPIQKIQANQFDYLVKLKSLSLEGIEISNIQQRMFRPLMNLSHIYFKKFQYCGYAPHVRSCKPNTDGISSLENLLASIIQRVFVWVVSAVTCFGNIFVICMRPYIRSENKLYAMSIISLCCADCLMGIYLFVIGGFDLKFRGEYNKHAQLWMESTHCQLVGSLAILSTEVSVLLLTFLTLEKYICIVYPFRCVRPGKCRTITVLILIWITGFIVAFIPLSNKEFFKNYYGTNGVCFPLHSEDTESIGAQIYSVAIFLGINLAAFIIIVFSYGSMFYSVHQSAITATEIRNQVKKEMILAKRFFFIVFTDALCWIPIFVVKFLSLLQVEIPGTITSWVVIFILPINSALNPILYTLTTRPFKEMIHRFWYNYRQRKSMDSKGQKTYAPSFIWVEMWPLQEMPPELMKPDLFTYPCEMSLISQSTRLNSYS
D1 agonist = human D1 receptor agonism. HEK293 T-REx D1 cells, calcium flux, agonist mode. 360,000 compounds, 1% hits. activation, % at 2 µM. P21728; note: 0% is about no effect
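Inducible HEK293 T-REx D1 cells, force-coupled to calcium signalling, were plated at 4000 cells/well with tetracycline and held overnight at 30 C. After no-wash calcium dye loading, compound-evoked calcium rise over 180 s flagged agonists.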
* marks the source's active call; other numbers are inactive results; ? = inconclusive; nt = not tested or not shown; & = joins results of further samples. Cut-off read from the data, not from the text of the source, unless noted: active = activation above about 30%; inactive = the rest. No enrichment for hits; overall some 7.3% were active at least once.

Screens in order: D2 PAM	D1 potentiator	D1 antagonist	TRHR enhancer	D1 agonist	TRHR ag	RXFP1 antagonist	D2 antag	D2 ag
Cc1cc(SCc2cccc(C(F)(F)F)c2)nc(=O)[nH]1
→ 2	-4	21	-1	2	-0.1	1	12	0.4
Cc1c(C(=O)N2CCCC2)c(S(=O)(=O)NCC(C)c2ccccc2)c(C)n1C (stereo not drawn)
→ -2	-1	-3	2	3	-0.5	12	-6	0.3
COC(=O)Cn1c(=NC(=O)c2ccc(S(=O)(=O)N3CCOCC3)cc2)sc2cc(S(N)(=O)=O)ccc21
→ 19	-2	18	3	2	1.3	-12	0	0.8
CCC(=O)Nc1ccc(NC(=O)c2cccc3c(Br)cccc23)cc1
→ nt	-2	-4	6	7	0.7	9	nt	nt
CCc1cc2ccc(C)cc2nc1SCC(=O)Nc1c[nH]c(=O)[nH]c1=O
→ 8	-5	3	6	1	-0.2	-2	-5	2.4
O=C(Nc1nccs1)C1CC=CCC1 (stereo not drawn)
→ -1	5	-19	-7	4	0.5	-5	-25	-0.1
COc1cc(/C=C2\Oc3cc(O)ccc3C2=O)ccc1O
→ -3	-6	7	-7	63*	33*	15	-12	13
COc1ccc(NC(=S)Nc2ccc3nc(C)c(C)nc3c2)cc1
→ 1	1	-6	0	0	0.7	-6	-4	1.0
Cn1c(SCC(=O)c2ccc3c(c2)Cc2ccccc2-3)nnc1-c1ccccc1
→ 17	-7	-13	3	4	-0.5	2	27	0.3
CCOc1ccccc1NS(=O)(=O)c1cc2c3c(c1)C(C)C(=O)N3CCC2 (stereo not drawn)
→ -6	-2	3	-7	4	-0.2	?	29	-0.1
O=C(/C=C/c1ccc(S(=O)(=O)N2CCOCC2)cc1)OCC(=O)c1ccc([N+](=O)[O-])cc1
→ 4	-6	2	0	17	0.2	3	-7	-0.4
CCOc1ccc(C2CC(c3ccccc3C)n3ncnc3N2)cc1 (stereo not drawn)
→ 3	nt	-40*	-4	14	-1.0	-2	25	1.4
CCOc1ccc(CNC(=O)c2ccc3nc(C(C)C)oc3c2)cc1
→ 1	0	-14	-3	2	-0.1	-9	nt	-1.0
CCOc1ccc(N2CC(C(=O)Nc3ccc(S(=O)(=O)N4CCOCC4)cc3)CC2=O)cc1 (stereo not drawn)
→ 6	-2	-5	-1	1	-0.4	2	-5	0.5
COCCNC(=S)N/N=C(\C)c1ccc2cc(OC)ccc2c1
→ 5	-10	-10	0	1	-0.1	-9	3	-0.8
COc1ccccc1-n1cc(C(=O)NCC(=O)NCc2ccc(F)cc2)c2ccccc2c1=O
→ -1	1	0	-12	3	-0.2	14	6	0.9
CCCCN1CC(=O)N2[C@H]3c4cc(Br)ccc4OC[C@@H]3[C@H](C(=O)OCC)[C@]2(C)C1=O
→ -5	-4	nt	-4	0	-1.3	nt	-11	-0.5
O=C(NCC(=O)N(CCc1ccccc1)C(C(=O)NC1CCCCC1)c1ccncc1)c1ccco1 (stereo not drawn)
→ 4	-2	-8	1	0	-0.2	0	3	0.9
CN1Cc2cccc3c2C(Cc2ccccc2S3)C1 (stereo not drawn)
→ -25	-1	-27	-1	3	0.3	-17	48*	0.6
CC(=O)c1cccc(NC(=O)CSc2nnc(-c3cccnc3)o2)c1
→ 0	-2	-11	-1	1	0.0	-1	nt	nt
O=C(NCC1CCCO1)C1CCN(C2CCN(C3CCCCCC3)CC2)CC1 (stereo not drawn)
→ -11	-2	18	-4	1	0.2	-4	13	1.8
COc1ccc(CCNc2nc(SCc3ccc(Cl)cc3)nc3ccccc23)cc1OC
→ -1	0	40	4	2	0.5	-8	nt	0.7
CCCS(=O)(=O)c1cnc(C2COc3ccccc3O2)nc1N (stereo not drawn)
→ 3	-4	4	5	4	-0.1	7	-8	1.2
COc1cc(OC)c(NC(=O)CCc2c(C)nc3c4c(C)cc(C)nc4nn3c2C)cc1Cl
→ 1	-2	-3	4	0	-0.1	-7	nt	-1.1
COC(=O)c1c(-c2ccc(OC)c(OC)c2)csc1N
→ -4	-7	-34*	-5	1	-1.1	-5	13	-0.1
CCN(CC)CCN(Cc1cc2cc3c(cc2[nH]c1=O)OCO3)C(=S)NC
→ 5	-12	-16	3	0	0.1	1	-6	-0.2
COc1ccc(OC2OC3COC(C)(C)OC3C(O)C2NC(C)=O)cc1 (stereo not drawn)
→ 1	-2	7	7	2	0.5	5	-13	-0.7
COc1ccc(CNC2CCCC2)c(OC)c1OC
→ 0	-4	-5	-4	3	0.6	7	2	0.8
CC(CCc1ccccc1)NC(=O)c1ccc2nc(N3CCOCC3)sc2c1 (stereo not drawn)
→ 9	5	3	-4	0	-0.4	-9	5	0.0
Cc1ccccc1C(=O)NC(=S)NCCc1ccccc1
→ 6	-7	-10	-2	4	-0.3	-12	-12	-0.4
O=C(CSc1nc(O)cc(=O)n1-c1ccc(Cl)c(Cl)c1)Nc1ccc(Cl)cc1Cl
→ -4	-8	-1	-8	3	0.9	-16	4	0.5
CC(C)(CN1CCC(Cc2ccccc2)CC1)NS(=O)(=O)c1ccccc1
→ -31	-3	-15	-3	13	0.4	-9	25	-1.7
O/C=c1\ccc2cccc3nc(C(F)(F)F)nc1c23
→ -1	-9	-4	-5	17	7.9	-28	-20	3.1
Cc1cc(C(=O)c2ccccc2)nc2ccccc12
→ 5	-2	43	2	-1	-0.6	-13	-6	-1.8
CCCCS(=O)(=O)/C=C\C=C/S(=O)(=O)CCCC
→ -1	-2	3	-1	3	0.5	-38	2	3.0
O=C(NCCC(NS(=O)(=O)OCC(Cl)(Cl)Cl)c1ccccc1)C(F)(F)F (stereo not drawn)
→ -2	0	-17	4	0	1.2	nt	-23	1.3
CC(Sc1nnc(-c2cccs2)n1Cc1ccccc1)C(=O)NCc1ccc2c(c1)OCO2 (stereo not drawn)
→ -4	5	-7	-7	3	1.6	0	-10	-0.7
CCCCn1nc2cc(C(=O)NC3CCc4ccccc43)ccc2c1OCC (stereo not drawn)
→ 3	-4	-11	5	5	-0.8	nt	21	1.2
O=C(c1ccc(Cl)cc1)N1CCN(c2ncccn2)CC1
→ 7	0	5	0	2	0.0	-7	19	-1.2
CCSc1ccc(-c2ccc(C)cc2)nn1
→ 1	-3	-11	-1	2	-0.9	-4	12	-2.3
Cc1cc(OCC(=O)Nc2cnn(CCCC(=O)O)c2)ccc1Cl
→ 14	-2&-2	24&-20	15&4	5&0	0.2&0.9	5	nt	nt
Cc1ccc(S(=O)(=O)N(CC(=O)Nc2ccc(Cl)cc2Cl)c2ccccc2C)cc1
→ -6	-2	-15	-1	3	2.4	nt	nt	-0.4
Cc1cccc(N(CC(=O)NC(C)(C)C)C(=O)CCC(=O)Nc2nccs2)c1
→ 6	-4	-1	-1	2	-0.2	0	19	0.2
CC(C)(C)n1ncc2c(=O)n(CC(=O)OCc3ccccc3)cnc21
→ 1	1	-5	-8	9	0.6	-11	-18	-0.2
COc1ccc(Cl)cc1NC(=O)COC(=O)c1ccc(C)o1
→ 2	-8	-1	1	1	3.7	4	5	0.5
CC(=O)N1CCN(C(=S)c2cccc([N+](=O)[O-])c2)CC1
→ -12	-2	6	-3	5	-0.1	-10	-11	0.4
CC(Sc1nnc(C2CC2)n1C1CC1)C(=O)NCc1cccs1 (stereo not drawn)
→ -5	-5	-2	-3	1	-0.2	-7	7	0.2
O=C(CC(Cc1ccccc1)C(=O)O)NCCc1ccc2c(c1)OCO2 (stereo not drawn)
→ -7	-1	-12	-1	-2	0.1	8	-1	-0.2
Cc1ccc(C(=O)Nc2ccc(S(=O)(=O)N3CCN(C)CC3)cc2)cc1
→ 1	-9	-8	-1	0	-0.1	-3	0	0.0
CCCCN1CCc2c(c3ccccc3n2Cc2ccccc2)C1
→ -25	-12	24	4	0	1.1	-33	-5	0.6
O=C(CC1(CC2=NS(=O)(=O)c3ccccc3N2)CCCC1)NCCc1ccccc1
→ -4	0	-2	-7	7	-0.6	nt	3	-0.4
O=C(Cn1ccc(C(F)(F)F)n1)NNC(=O)c1cccnc1
→ -5	3	12	10	4	0.8	4	10	0.3
CC(C)n1cnnc1SCC(=O)NNC(=O)COc1ccc(Cl)cc1
→ -11	-1	10	-2	1	0.6	-2	9	-0.2
O=C(N/N=C(/c1ccccc1)c1ccncc1)c1ccc2c(c1)OCO2
→ 3	-1	12	3	-2	-0.4	1	7	0.9
Cc1cccc(N=Nc2c(C)[nH]n(C(N)=S)c2=O)c1C
→ nt	1	-17	-7	0	-0.6	nt	nt	nt
C=CCn1c(Cc2nc3ccc(Cl)cc3[nH]2)n[nH]c1=S
→ 28	0	4	-1	3	0.7	-1	12	1.5
CC1(C)Cc2c(sc(NC(=O)C(=O)N3CCCCC3)c2C(N)=O)CO1
→ -5	-4	-3	-2	2	0.0	-1	18	-3.5
COc1ccccc1-c1nn(Cc2ccccc2)cc1C(=O)N1CCN(c2ncccn2)CC1
→ -2	-4	0	-5	2	0.4	4	-14	-0.5
COCC(=O)NC1CCN(CC(=O)Nc2ccc(OC)cc2[N+](=O)[O-])CC1
→ -4	-2	-38*	6	0	-0.6	-2	-8	-0.3
COc1ccc2c(c1)C(C)=CC(C)(C)N2C(=O)Nc1ccccc1
→ -2	0	3	7	-2	0.2	-2	-7	0.1

The results go on.
Screens in order: D2 PAM	D1 potentiator	D1 antagonist	TRHR enhancer	D1 agonist	TRHR ag	RXFP1 antagonist	D2 antag	D2 ag
Cc1ccc(O)c(-c2cc(-c3cccc(F)c3)n[nH]2)c1
→ -3	-4	-4	-4	8	0.5	-4	-3	0.8
CCOC(=O)c1ccc(NC(=O)CCC(=O)N2Cc3ccccc3Oc3ncccc32)cc1
→ -14	3	9	14	37*	-1.0	-12	nt	nt
Cc1nn(CC(=O)Nc2ccc(Cl)c(S(=O)(=O)N(C)C)c2)c(C)c1[N+](=O)[O-]
→ 17	1	-1	-1	5	0.2	-5	-8	-0.7
Cc1onc(-c2ccccc2Cl)c1C(=O)N(C)CC(=O)Nc1ccc(F)c(F)c1F
→ -2	-5	6	-5	1	0.2	-13	9	0.1
CCc1nnc(NC(=O)[C@@H](NC(=O)c2cc(OC)cc(OC)c2)C(C)C)s1
→ -5	-4	1	-3	1	-0.8	9	17	-0.2
CCCc1cc(=O)oc2cc(C)cc(OCC(=O)NC(Cc3ccc(Cl)cc3)C(=O)O)c12 (stereo not drawn)
→ nt	-1	-8	-2	1	0.5	nt	nt	nt
Cc1ccnc(NC(=O)CSc2ccc3c(c2)OCCO3)c1
→ -3	-6	-3	-2	4	-0.3	2	12	-0.2

Compound profiles, as listed above:
CCc1nnc(NC(=O)[C@@H](NC(=O)c2cc(OC)cc(OC)c2)C(C)C)s1 as listed: D2 PAM = -5; D1 potentiator = -4; D1 antagonist = 1; TRHR enhancer = -3; D1 agonist = 1; TRHR ag = -0.8; RXFP1 antagonist = 9; D2 antag = 17; D2 ag = -0.2
Cc1ccc(O)c(-c2cc(-c3cccc(F)c3)n[nH]2)c1 as listed: D2 PAM = -3; D1 potentiator = -4; D1 antagonist = -4; TRHR enhancer = -4; D1 agonist = 8; TRHR ag = 0.5; RXFP1 antagonist = -4; D2 antag = -3; D2 ag = 0.8

Screens from PubChem BioAssay.
